Screening results deposited in PubChem by several laboratories.
SMARCA2 activ: activators of SMARCA2 function | MG213 cells, MMTV-luciferase reporter, dexamethasone, overnight | activation, % at 9.1 µM | actives 1% (n = 370,000) | AID 652017; in the data active = activation above about 7.8%;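 note: 0% = vehicle wells and 100% = reference activator wells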
Rev-erbA mod: Rev-erb alpha (human) modulation | actives 0.79% (n = 370,000) | Rev-erbα–FITC-DNA binding, fluorescence polarization, 90 min | P20393 | activity, % at 10 µM;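 active = activity above about 14%, limit read from the data; passing the limit was not always enough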;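 note: 0% = DMSO wells with 35 nM protein and 100% = DMSO wells with 750 nM protein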
ABHD4 inh: ABHD4 (mouse) inhibition, primary FP screen. purified mABHD4, FP-Rh probe fluorescence polarization. Q8VD66. actives 0.54% (n = 370,000). AID 720543. inhibition, % at 8.92 µM;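 active = inhibition exceeding the mean over every tested compound plus 3 SD, cut at about 30% in these data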;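 note: 0% = plate median of compound wells and 100% = S159A mutant with DMSO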
Target sequence (Q8VD66 whole entry, looked up): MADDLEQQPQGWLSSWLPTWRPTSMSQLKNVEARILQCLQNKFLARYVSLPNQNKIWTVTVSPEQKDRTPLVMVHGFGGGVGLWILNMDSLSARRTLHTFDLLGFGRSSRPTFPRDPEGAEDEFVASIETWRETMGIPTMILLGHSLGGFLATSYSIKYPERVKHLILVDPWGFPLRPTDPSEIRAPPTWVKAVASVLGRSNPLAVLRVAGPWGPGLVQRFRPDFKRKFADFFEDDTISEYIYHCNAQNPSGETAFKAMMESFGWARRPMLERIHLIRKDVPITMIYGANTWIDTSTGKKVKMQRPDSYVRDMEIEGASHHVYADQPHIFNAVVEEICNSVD
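Material: mouse ABHD4 enzyme, wild type; Benchmarks: S159A mutant high control, sample median low control; Buffer or medium: HEPES pH 7.0, NaCl, Pluronic buffer; Signal: fluorescence polarization; Read-out: percent inhibition of probe binding, normalized to plate controls; Timing: pre-incubation 45 min, probe exposure 60 min, at 25 °C; Dosing: 8.92 µM, single dose.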
rCAG binder: molecules binding r(CAG) RNA repeats. inhibition, % at 3 µM. r(CAG) RNA repeat, TO-PRO-1 dye displacement fluorescence. actives 1.3% (n = 370,000). AID 651821;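 active = inhibition above the plate cutoff, the mean of all test compounds on that plate plus 3 SD, cut at about 35% in these data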;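 note: 0% = DMSO alone and 100% = 100 µM mitoxantrone as full dye displacement; higher means more dye released from RNA so lower well fluorescence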
NPR1 activator: GC-A (human) enzyme activation | P16066 | HEK293 GC-A cells, cGMP TR-FRET, EC30 ANP; 0% at EC30 ANP, 100% saturating ANP | activation, % at 10 µM | actives 0.14% (n = 370,000) | AID 1671463; in the data active = activation above about 40%
PG9 Ab binder: binds the HIV-1 gp120 antibody PG9; AID 624416; inhibition, % at 6.7 µM; TR-FRET gp120-PG9 antibody binding; actives 0.43% (n = 360,000); in the data active = inhibition above about 8.5%
ASAP1 GAP inh: blocks human ASAP1-stimulated Arf1 GTP hydrolysis. Q9ULH1. GDP FP detection. inhibition, % at 16.5 µM. actives 0.19% (n = 360,000); in the data active = inhibition above about 25%;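 note: 0% = vehicle with enzyme and substrate and 100% = no enzyme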
Target sequence (Q9ULH1 325-724 limits assumed): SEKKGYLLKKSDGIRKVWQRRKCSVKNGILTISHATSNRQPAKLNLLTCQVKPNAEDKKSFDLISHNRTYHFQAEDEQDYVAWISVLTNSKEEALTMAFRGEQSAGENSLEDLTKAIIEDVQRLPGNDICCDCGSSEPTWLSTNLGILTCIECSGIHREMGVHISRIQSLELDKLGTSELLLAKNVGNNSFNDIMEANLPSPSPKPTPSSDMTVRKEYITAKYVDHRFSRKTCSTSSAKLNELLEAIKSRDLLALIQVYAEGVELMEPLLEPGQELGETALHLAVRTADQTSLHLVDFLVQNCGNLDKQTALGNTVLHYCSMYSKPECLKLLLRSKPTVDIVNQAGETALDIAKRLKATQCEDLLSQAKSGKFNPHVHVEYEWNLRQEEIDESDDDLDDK
ARFGAP1 inhibitor: inhibitors of rat ARFGAP1; Arfgap1-stimulated ARF1 GTP hydrolysis, GDP FP detection; Q62848; actives 0.26% (n = 360,000); AID 651572; inhibition, % at 16.5 µM;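 active = inhibition above a per-plate limit, mean inhibition of low control wells plus 3 SD, cut at about 25% in these data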;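 note: 0% = DMSO wells with enzyme and 100% = wells lacking Arfgap1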
Target sequence (Q62848 1-136 limits assumed): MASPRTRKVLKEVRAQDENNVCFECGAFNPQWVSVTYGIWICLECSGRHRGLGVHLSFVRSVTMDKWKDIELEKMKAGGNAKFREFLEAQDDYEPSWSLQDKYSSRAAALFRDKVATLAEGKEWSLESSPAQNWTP
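Material: rat Arfgap1 GAP domain (His6, aa 1-136), purified enzyme. Also added: human ARF1(Δ1-17)-GTP substrate. Compound dosing: 16.5 µM single point, 1.26% DMSO. Timing: enzyme reaction 120 min at 25 °C after 20 min preincubation. Signal: GDP detection by fluorescence polarization. Read-out basis: percent inhibition of GAP-stimulated GDP formation, scaled between DMSO and no-Arfgap1 medians.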
HTRA1 inh: inhibitors of human serine peptidase HTRA1 | Q92743 | recombinant HTRA1, FP-rhodamine activity-based probe, fluorescence polarization | inhibition, % at 5.96 µM | actives 0.5% (n = 340,000); in the data active = inhibition above about 36%;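 note: 0% = enzyme with DMSO and 100% = wells lacking enzyme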
GC-B act: GC-B (human) receptor activation; P20594; HEK293-GC-B cells, CNP EC30, cGMP TR-FRET; 0% at EC30 CNP, 100% saturating CNP; activation, % at 10 µM; actives 0.11% (n = 370,000);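 active = activation at 10 µM reaching about 35% in either raw or pattern-adjusted values, limit read from the data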
An asterisk follows results filed as active; · = no result given.

SMILES	SMARCA2 activ	Rev-erbA mod	ABHD4 inh	rCAG binder	NPR1 activator	PG9 Ab binder	ASAP1 GAP inh	ARFGAP1 inhibitor	HTRA1 inh	GC-B act
CN(Cc1nccs1)C(=O)C1CCC(=O)N(CCCc2ccccc2)C1 (centres undefined)	0	-3	0	-10	6	0.3	-1	8	1	5
N#Cc1cc([N+](=O)[O-])cnc1Nc1ccccc1	-3	3	-5	0	2	-3.1	14	-1	-7	1
CC1(C)[C@@H](O)CC[C@]2(C)[C@H]3C(=O)C=C4[C@@H]5C[C@@](C)(C(=O)O)CC[C@]5(C)CC[C@@]4(C)[C@]3(C)CC[C@@H]12	-5	-2	-13	6	3	0.3	-2	-6	2	-4
COc1ccc(Br)cc1C(=O)NC(=S)Nc1ccc(CN2CCOCC2)cc1	-2	3	-17	6	-5	2.1	27*	12	-52	-20
O=C(NCc1ccc(F)cc1)N1CCN(S(=O)(=O)c2ccccc2F)CC1	-3	3	-3	-3	-3	-1.7	-11	7	7	1
CC(=O)Nc1ccc(S(=O)(=O)NC2Cc3ccccc3C2)cc1	1	0	-3	-3	0	-0.3	0	-3	0	3
COc1ccccc1OCC(=O)Nc1ccccc1C(=O)NCc1ccco1	0	2	-3	-2	-3	-0.1	8	-20	-3	0
Cn1c(NCc2ccc3occc3c2)nc2cc(-c3cccc(C(F)(F)F)c3)sc2c1=O	-1	5	-8	2	-2	-1.5	4	4	·	-4
CC1CCCC(NC(=O)CCCn2c(=O)[nH]c3cc(Cl)ccc3c2=O)C1C (centres undefined)	-2	1	-1	-4	-4	-0.3	-5	5	4	-10
CCOC(=O)N1CCN(C(=O)c2ccc(N3CCCC3=O)cc2)CC1	-1	-2	3	-4	0	2.3	18	17	9	1
CCCNC(=O)C1(C)CCCN(C(=O)c2cc(C)nn2C(C)(C)C)C1 (centres undefined)	-5	0	-5	-2	-1	0.4	-9	9	·	3
CCCCC(=O)OCC(=O)C1(O)Cc2c(O)c3c(c(O)c2C(OC2CC(NC(=O)C(F)(F)F)C(O)C(C)O2)C1)C(=O)c1c(OC)cccc1C3=O (centres undefined)	3	18	-2	18	4	0.6	2	-1	27	3
Cn1cnnc1SCC(=O)NC1CCCCC1	-6	-3	-5	0	-2	4.3	-10	12	2	4
NC(=O)Nc1ccc(Cl)cc1	-1	-4	-3	2	3	0.8	3	0	-1	-4
Cc1c(C(=O)N2CCN(S(=O)(=O)c3cc(F)ccc3F)CC2)oc2ccccc12	3	-8	0	5	-2	-2.7	-13	-11	-12	-1
O=C(NCCc1nc2ccccc2n1CCOc1ccc2cccnc2c1)C1CCCCC1	·	-7	1	·	-3	·	·	·	·	-6
O=C(c1ccncc1F)N1CCC(n2nnc3ncccc32)CC1	8.1*	-4	4	1	4	·	·	·	·	1
CN(C)S(=O)(=O)c1ccc(NC(=O)N2CCN(c3ccccc3)CC2)cc1	0	-2	6	0	-1	1.9	3	-7	-1	5
CCCCc1cc(=O)oc2cc(OCC(=O)NCc3ccccn3)ccc12	0	-2	-4	-5	-5	0.6	-13	7	4	-6
CC(C)(C)C(=O)C[n+]1ccc(C(N)=O)cc1	-3	-6	-6	-1	2	-0.6	-3	1	-3	6
COc1ccc(CC(=O)N2CCN(S(=O)(=O)c3cc(Cl)ccc3Cl)CC2)cc1	-2	-2	-4	-4	-2	-0.2	11	7	4	-4
COc1ccc([N+](=O)[O-])cc1NC(=O)COC(=O)Cn1cnc2ccccc2c1=O	0	3	-7	4	-8	-1.0	-4	-12	-5	-6
Cc1[nH]c2c(Br)cccc2c1[C@H]1[C@@H](CC#N)C1(C)C	-2	4	9	-2	-5	-1.2	0	1	-23	-3
CCOc1ccc(/C=C(/NC(=O)c2ccc(Cl)cc2)C(=O)O)cc1OCC	-4	-2	-7	2	-3	-0.4	13	3	5	8
c1ccc(-c2csc3ncnc(-n4cnc5ccccc54)c23)cc1	-2	5	-5	-4	-6	-1.2	-2	-3	-5	-7
NC(=O)c1ccc(NC(=O)c2cncn2-c2ccccc2)cc1	0	-2	1	2	1	-0.2	13	3	2	9
C=CCOc1ccc(CNc2nccs2)cc1OC	0	9	3	1	5	1.1	3	0	1	1
O=C(Nc1ccc2c(c1)OCCO2)C(c1cc2ccccc2o1)N1CCC(Cc2ccccc2)CC1 (centres undefined)	0	0	-12	10	0	-1.4	7	3	·	-5
COc1ccc(C(=O)NCCc2cc3ccc(C)c(C)c3[nH]c2=O)cc1OC	-1	-2	2	1	-3	-0.8	-3	0	8	-3
C/C(=C\C(=O)c1ccc(Cl)cc1Cl)N(C)C	-1	-4	-1	1	3	-2.3	4	4	-3	4
O=C(O)CCc1ccc(-c2cccs2)n1NC(=O)c1ccco1	1	-3	9	5	0	-3.0	3	-1	9	-1
COc1ccc(CNS(=O)(=O)c2ccc3c(c2)N(C(C)=O)CCO3)cc1	-4	1	-6	2	-4	-1.2	-15	-4	6	0
Cc1ccc(S(=O)(=O)NNC(=O)c2cccc(O)c2)cc1	2	4	5	-1	1	-0.9	16	-6	0	9
O=C(Nc1ccccc1)/C(=C/c1ccccc1)c1ccccc1	0	0	-10	-2	-1	-0.3	-11	-3	-22	0
Cc1c(C(=O)NNC(=O)c2csc(N3CCOCC3)n2)oc2ccc(Br)cc12	3	-3	6	23	4	0.6	-1	-10	-6	-3
COc1ccccc1C(=O)C(O)c1ccccc1OC (centres undefined)	-3	2	1	2	-4	-0.7	17	4	0	4
O=C(Oc1ccc(/C=N/NC(=O)c2ccccc2O)cc1)c1ccccc1	2	-10	-6	14	2	-1.5	-2	-12	41*	4
COCCN(C(=O)c1snc(C(N)=O)c1N)C(C(=O)NC1CCCCC1)c1ccc(OC)c(OC)c1 (centres undefined)	-1	-3	2	-9	-3	0.5	0	10	6	5
CC(C)(C)NC(=O)CSc1nc2ccc(Nc3nc(N4CCOCC4)nc(N4CCOCC4)n3)cc2s1	1	9	-5	8	4	-1.5	24	18	-28	8
COc1ccc(-c2noc(CN3CCC(Cc4ccccc4)CC3)n2)cc1	·	5	·	·	1	·	·	·	-25	-1
O=S(=O)(NCCSc1ccccc1)c1ccc2c(c1)OCCO2	-1	-3	-2	1	3	0.3	2	3	-11	4
O=C(OC12CCCN(C1)/C(=C/c1cccnc1)C2)C1CCCC1 (centres undefined)	-2	0	1	0	2	·	·	·	·	14
O=C(C1CCCN1S(=O)(=O)c1cccc2cccnc12)N1CCc2ccccc21 (centres undefined)	1	1	1	3	-4	-1.6	-5	11	2	-7
Cc1ccccc1NC(=O)CSc1nc2ncc(Cl)cc2[nH]1	-2	0	-2	3	-5	-0.4	2	4	0	-6
NS(=O)(=O)c1ccc(-c2ccc(/C=N/NC(=O)c3ccccc3O)o2)cc1	1	2	8	7	-2	-6.0	-3	4	8	-8

Two of these compounds in a different format.
O=C(OC12CCCN(C1)/C(=C/c1cccnc1)C2)C1CCCC1 (centres undefined)
  SMARCA2 activ = -2	Rev-erbA mod = 0	ABHD4 inh = 1	rCAG binder = 0	NPR1 activator = 2	PG9 Ab binder = ·	ASAP1 GAP inh = ·	ARFGAP1 inhibitor = ·	HTRA1 inh = ·	GC-B act = 14
O=C(C1CCCN1S(=O)(=O)c1cccc2cccnc12)N1CCc2ccccc21 (centres undefined)
  SMARCA2 activ = 1	Rev-erbA mod = 1	ABHD4 inh = 1	rCAG binder = 3	NPR1 activator = -4	PG9 Ab binder = -1.6	ASAP1 GAP inh = -5	ARFGAP1 inhibitor = 11	HTRA1 inh = 2	GC-B act = -7

The listing continues.
SMILES	SMARCA2 activ	Rev-erbA mod	ABHD4 inh	rCAG binder	NPR1 activator	PG9 Ab binder	ASAP1 GAP inh	ARFGAP1 inhibitor	HTRA1 inh	GC-B act
CC1CN=C(NC2CCCCC2C)S1 (centres undefined)	1	0	-1	3	-4	1.6	-3	-12	-1	5
CNC(=O)CN1C(=O)NC(c2ccccc2)(c2ccccc2)C1=O	-2	-2	0	0	4	0.5	-3	3	-3	1
C=C(C)CSc1nc2c(c(=O)[nH]c(=O)n2C)n1Cc1ccccc1	0	2	-1	1	1	0.7	3	14	-13	3
C/C(=N/NC(=O)CN1CCN(S(=O)(=O)c2ccc(Br)cc2)CC1)c1ccncc1	1	-2	-1	-3	0	0.3	-12	18	9	1
O=C(CC1S/C(=N/N=C/C=C/c2ccccc2)NC1=O)Nc1ccc(C(=O)O)cc1 (centres undefined)	-1	2	1	5	5	-2.0	-5	9	17	1
CC(=O)c1cccc(N(C(=O)CNC(=O)c2ccco2)C(C(=O)NC2CCCC2)c2ccco2)c1 (centres undefined)	-1	6	-3	4	6	-0.3	-1	18	1	-5
COc1cc2c(cc1OC)C(=O)N1[C@H]3c4ccccc4OC[C@@H]3[C@H](c3ccccc3)[C@]1(C)C(=O)N2	3	-4	-5	6	-1	0.4	-2	9	-25	-2
Cc1cc(C(=O)COC(=O)C2=NN(c3ccccc3)C(=O)CC2)c(C)n1CC(F)(F)F	-2	0	3	-7	0	0.6	-10	-6	-21	-2
CC1C=CCC2C(=O)N(c3cccc(C(=O)NCc4ccccc4)c3)C(=O)C12 (centres undefined)	0	-5	5	8	3	-0.8	-6	2	7	-4
CC(C)CN(C(=O)COC(=O)c1ccccn1)c1c(N)n(Cc2ccccc2)c(=O)[nH]c1=O	-1	-2	-6	1	1	-0.5	2	-9	1	3
O=C(O)CC1=C(O)C(=O)N(c2ccccc2)C1c1ccc(Cl)cc1 (centres undefined)	0	0	-12	7	1	2.4	-9	-12	3	-1
CCCN1C(=O)/C(=C2\SC(N3CCCCC3)=NC2=O)c2ccccc21	6	5	7	6	6	-4.4	6	-5	-3	-3
O=C(O)c1c(Cl)nc2ccccn12	-1	-6	4	-2	3	1.5	-2	1	-1	0
Cc1cc(C(=O)N2CCCC(N3CCN(c4cccc(C(F)(F)F)c4)CC3)C2)no1 (centres undefined)	-1	2	-8	-9	1	0.3	-9	0	1	2
CCCCn1c(-c2nn(C)c(C)c2Cl)n[nH]c1=S	0	3	1	2	1	-1.6	-5	-6	-4	-4
COc1ccccc1NC(=O)C(C)OC(=O)c1cccc(-n2cnnn2)c1 (centres undefined)	-1	7	1	5	-4	-1.4	11	-6	-4	-4
O=C(c1csc2c1CCCC2)N1CCN(c2ccc(F)cc2)CC1	2	-9	4	-1	0	-2.2	-10	8	2	5
COC(=O)c1ccc2c(c1)NC1=C(C(=O)CC(C)(C)C1)C(c1ccncc1)N2 (centres undefined)	-1	0	3	-2	-2	-2.0	-4	-5	-4	-2
O=C1Nc2ccccc2C12OCCCCO2	2	5	-4	3	1	-1.1	-5	13	7	4
O=C(COC(=O)c1nc(Cl)ccc1Cl)NC(=O)c1ccccc1	1	8	-5	-5	-2	1.2	6	1	5	-4
OCCCN1CNC(=S)NC1	-1	9	2	2	3	1.0	-5	-7	2	-6
Cc1cc(C)cc(N(CC(=O)NC2CCC(C)CC2)S(=O)(=O)c2ccc(C(C)(C)C)cc2)c1 (centres undefined)	4	0	5	0	2	·	·	·	·	7
